Screening results: PubChem BioAssay, several laboratories
hcDAF12 agonist – activates DAF-12 receptor from parasite H. contortus. 370,000 compounds, 1.4% hits. AID 652067. activation, % at 6.8 µM. HEK293 hcDAF-12 lit1-tk-luc reporter, luminescence; 0% DMSO, 100% Δ7-dafachronic acid;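 active = activation above the mean of all tested compounds plus 3 SD, cut at about 5.5% in these data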;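 also: 100% = response to 3 µM Δ7-dafachronic acid high control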
ssDAF-12 act – activators of S. stercoralis DAF-12 nuclear receptor; HEK293 ssDAF-12/GRIP1 lit1-tk-luc reporter, luminescence; % of 3 µM dafachronic acid response; 370,000 compounds, 1% hits; activation, % at 6.8 µM; AID 652126;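 active = activation above the mean over all tested compounds plus 3 SD, cut at about 0.9% in these data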;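 also: 0% = DMSO-only wells and 100% = 3 µM delta7-dafachronic acid wells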
ADAM10 inh – ADAM10 inhibition, QFRET primary screen; O14672; recombinant ADAM10, EDANS/DABCYL FRET peptide cleavage, 3 h; inhibition, % at 7 µM; 370,000 compounds, 0.62% hits; AID 720582;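 active = inhibition above a per-campaign cutoff equal to the mean of compounds falling between control-based bounds plus 3 SD, cut at about 20% in these data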;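 also: 0% = DMSO wells while the 100% control is not disclosed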
Target sequence (O14672 214-748 limits assumed): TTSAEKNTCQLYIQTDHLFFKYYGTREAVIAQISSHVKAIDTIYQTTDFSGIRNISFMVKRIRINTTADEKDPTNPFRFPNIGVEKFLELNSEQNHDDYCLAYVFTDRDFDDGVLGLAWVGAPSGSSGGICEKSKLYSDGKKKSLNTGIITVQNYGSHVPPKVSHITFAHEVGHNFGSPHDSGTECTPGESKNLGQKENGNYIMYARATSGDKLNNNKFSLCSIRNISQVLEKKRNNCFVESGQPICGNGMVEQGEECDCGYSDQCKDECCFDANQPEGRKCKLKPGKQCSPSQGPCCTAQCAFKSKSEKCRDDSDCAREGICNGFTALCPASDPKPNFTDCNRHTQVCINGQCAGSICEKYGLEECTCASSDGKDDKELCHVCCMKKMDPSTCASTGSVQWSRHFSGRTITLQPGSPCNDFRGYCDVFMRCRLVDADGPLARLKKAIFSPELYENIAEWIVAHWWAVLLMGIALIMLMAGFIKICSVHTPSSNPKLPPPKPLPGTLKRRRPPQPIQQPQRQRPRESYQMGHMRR
SMARCA2 act – SMARCA2 function activation, primary screen; activation, % at 9.1 µM; MG213 cells, MMTV-luciferase reporter, dexamethasone, overnight; 370,000 compounds, 1% hits; in the data active = activation above about 7.8%;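 also: 0% = vehicle wells and 100% = reference activator wells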
ADAM17 inh – inhibitors of human ADAM17. inhibition, % at 6.95 µM. 370,000 compounds, 0.83% hits. recombinant ADAM17, EDANS/DABCYL FRET peptide cleavage. AID 720648;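 active = inhibition above the mean of compounds lying between control limits plus 3 SD, set per campaign, cut at about 8.5% in these data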;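 also: 0% = DMSO-only wells as the low control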
DAX1 inh-1 – NR0B1 (DAX1) inhibition; 340,000 compounds, 0.99% hits; AID 504766; HEK293 Gal4-DAX1 luciferase reporter, luminescence; inhibition, % at 6.75 µM;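 active = inhibition above the mean over all tested compounds plus 3 SD, cut at about 4.2% in these data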;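 also: 0% = DAX1-transfected cells with DMSO and 100% = empty-vector control cells with DMSO; inhibition shows as a rise in luminescence from relieved DAX1 repression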
Target sequence (P51843 207-470 limits assumed): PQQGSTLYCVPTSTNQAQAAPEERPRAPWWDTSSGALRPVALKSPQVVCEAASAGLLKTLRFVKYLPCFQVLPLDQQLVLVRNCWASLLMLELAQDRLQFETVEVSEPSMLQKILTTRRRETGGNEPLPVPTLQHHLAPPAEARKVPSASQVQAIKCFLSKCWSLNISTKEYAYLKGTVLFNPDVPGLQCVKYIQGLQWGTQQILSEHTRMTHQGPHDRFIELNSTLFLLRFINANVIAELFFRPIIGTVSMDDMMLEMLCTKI
FXN GAA850 act – activators of GAA850 frataxin (FXN) promoter; HEK293 lucGAA850 FXN promoter luciferase reporter, 24 h; percent of 10 µM SAHA response; activation, % at 6 µM; 360,000 compounds, 0.56% hits;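 active = activation above the average of all compounds screened plus 3 SD, cutoff fixed separately per campaign, cut at about 7.5% in these data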;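 also: 0% = DMSO wells and 100% = 10 µM SAHA wells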
DAX1 inh-2 – blocks DAX1 repression of SF-1 activated StAR promoter | HEK293T StAR-luciferase reporter, SF-1/DAX-1 repression relief | inhibition, % at 6.8 µM | 370,000 compounds, 1.1% hits | AID 652010;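 active = inhibition above the mean over all tested compounds plus 3 SD, cut at about 3.6% in these data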;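 also: 0% = DAX-1 cells with DMSO and 100% = cells lacking DAX-1 with DMSO; higher inhibition means more luminescence from relief of DAX-1 repression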
hgDAF-12 ag – activates the H. glycines DAF-12 receptor ligand-binding domain; HEK293 GAL4-hgDAF12 UAS-luciferase reporter, agonist luminescence; normalized to butyrate control; activation, % at 6.8 µM; 370,000 compounds, 1.8% hits;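 active = activation above a cutoff set at the mean of all screened compounds plus 3 SD, cut at about 10% in these data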;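 also: 0% = DMSO wells and 100% = sodium butyrate wells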
PG9 Ab binder – binds the HIV-1 gp120 antibody PG9; TR-FRET gp120-PG9 antibody binding; inhibition, % at 6.7 µM; 360,000 compounds, 0.43% hits; AID 624416; in the data active = inhibition above about 8.5%
GC-A act – GC-A (human) enzyme activation; HEK293 GC-A cells, cGMP TR-FRET, EC30 ANP; 0% at EC30 ANP, 100% saturating ANP; activation, % at 10 µM; 370,000 compounds, 0.14% hits; AID 1671463; in the data active = activation above about 40%
Active calls of the source: *; · = no result given.

item	SMILES	hcDAF12 agonist	ssDAF-12 act	ADAM10 inh	SMARCA2 act	ADAM17 inh	DAX1 inh-1	FXN GAA850 act	DAX1 inh-2	hgDAF-12 ag	PG9 Ab binder	GC-A act
1	N#Cc1c(-c2ccccc2)c(-c2ccccc2)nn(CC(=O)NNC(=O)Nc2ccc(Cl)cc2)c1=O	-1.4	-1.5	15	-2	14*	·	-1.6	-0.1	-0.3	-0.1	-7
2	O=c1c2c(nc3nc(NCc4cccc(Cl)c4)[nH]n13)CCC2	-1.4	-1.2	-2	4	-4	·	3.5	-0.1	2.0	-0.9	0
3	Cc1cccc(C(=O)NC(=S)Nc2ccc3[nH]c(=O)[nH]c3c2)c1	-2.0	-1.3	-2	-3	0	-2.2	-0.9	-0.5	-1.8	-2.9	-4
4	O=S(=O)(c1cccs1)N1CCN(CC(O)COc2cc(Cl)ccc2Cl)CC1 (stereo not given)	0.4	-1.5	8	-6	3	-3.5	1.1	-1.9	-2.9	0.8	-3
5	CCSc1nnc(NC(=O)c2ccccn2)s1	0.9	-0.4	-2	-1	-5	-0.8	2.0	1.2	6.4	2.3	4
6	Cn1ncc2c(NNC(=O)Cc3ccccc3)ncnc21	0.4	0.0	5	-2	3	-0.6	1.8	-0.1	-0.1	-2.5	2
7	O=C1NC(Nc2nc3ccccc3s2)(C(F)(F)F)C(=O)N1C1CCCCC1 (stereo not given)	2.8	-1.0	21*	-2	8	-0.4	4.0	-2.0	-4.6	0.6	-6
8	Cc1ccc(CNC(=O)c2ccc(Cn3nc(C)c(Cl)c3C)o2)cc1	-0.1	-1.0	8	3	7	0.2	-2.5	0.1	-0.5	-0.5	1
9	O=C(COc1ccccc1)N=C1SC2CS(=O)(=O)CC2N1c1ccccc1F (stereo not given)	0.5	-0.7	-6	0	-2	0.2	-0.7	-0.1	0.5	-3.7	3
10	C=CCN(CC=C)Cc1cc(=O)oc2ccccc12	-2.8	-0.8	-3	5	2	·	·	-0.4	1.6	-1.1	-1
11	CCN(CC)c1ccc(NC(=O)CCS(=O)(=O)c2ccc(Br)cc2)c(C)c1	-2.6	-0.9	11	-4	1	2.1	1.2	0.1	-0.6	-2.2	-5
12	Cc1ccc(S(=O)(=O)NCCN2CCN(S(=O)(=O)c3ccccc3Cl)CC2)cc1	-0.8	-1.1	-2	0	-1	0.3	1.5	-0.8	-1.0	-1.2	0
13	C=CCn1c2ccccc2c2nnc(SCC(=O)NC(C(=O)OC)C(C)C)nc21 (stereo not given)	-0.4	-1.7	6	1	3	0.3	-2.9	0.2	-0.1	-1.0	4
14	CC12CCC(O)CC1=CCC1C2CCC2(C)C(c3ccn[nH]3)CCC12 (stereo not given)	-2.0	-2.1	4	-3	-1	-0.6	-2.1	-1.8	-5.7	-0.5	0
15	CSCC[C@H](N)C(=O)NC[C@H]1CC[C@H](C(=O)N[C@@H](Cc2ccccc2)C(=O)O)CC1	0.6	-1.0	11	5	0	0.6	0.7	0.1	1.5	-1.1	2
16	COc1ccccc1C1NC(=O)NC(C)=C1C(=O)OCc1ccccc1 (stereo not given)	-2.1	-1.8	-8	1	-4	-0.7	1.5	0.3	-3.1	-1.4	-4
17	COc1ccc2cc(C(=O)N3CCCC(Nc4ccc(F)cc4)C3)n(C)c2c1 (stereo not given)	-1.4	-1.3	19	-3	3	1.4	2.8	0.7	-0.7	-2.2	-6
18	COC1CCCN(Cc2cn(C)nc2-c2ccc(Oc3ccccc3)cc2)C1 (stereo not given)	-1.1	-0.9	-5	-2	-2	0.3	-1.6	-0.3	-3.1	-0.4	2
19	Cc1cc(C)nc(Nc2ccc(Cl)cc2C)n1	0.3	-1.4	-4	0	-2	1.6	1.8	-0.1	-2.6	-0.3	-3
20	COc1ccccc1CN1CCCCCC1	-1.1	-0.8	-3	-2	-4	1.8	0.3	0.0	0.6	2.7	1
21	O=C(Nc1ccc(Oc2ccc(Br)cc2)cc1)C1=CC=CN2CCS(=O)(=O)N=C12	-1.3	-1.4	-9	0	0	-0.3	0.9	-1.2	1.2	0.2	20
22	COc1ccc2c(c1)CC/C(=C/c1cc(OC)c(OC)c(OC)c1)C2=O	-3.7	-2.3	4	-5	-1	-3.4	1.3	-0.5	0.0	0.8	2
23	O=C1c2ccccc2C(=O)N1CCc1nc(-c2ccccn2)no1	-1.3	-1.2	5	0	-6	0.6	0.2	-0.8	-0.4	-0.4	3
24	COc1ccc(C(=O)C2CCCN(C(=O)c3ccnn3C)C2)c(C)c1 (stereo not given)	-2.0	-0.5	4	-1	-2	-0.4	1.7	-0.5	0.2	-4.0	0
25	COC(=O)C1CN(Cc2ccc(Cl)cc2)CCS(=O)(=O)N1Cc1cn(Cc2ccc(F)cc2)nn1 (stereo not given)	-2.7	-0.7	4	-3	-1	·	·	-0.8	-0.7	·	-6
26	O=C(O)CCCCCN=C1CCc2ccccc2N1	-0.3	-1.4	1	-2	-1	-0.5	-0.7	0.6	0.4	0.8	0
27	C[C@H]1CN=C(N(C)C)N1CCC1CCCCC1	-0.7	-1.1	2	0	0	-0.3	0.6	0.4	0.5	0.0	3
28	N#Cc1cccc(CN2CCC(=O)N([C@H](CO)Cc3ccccc3)CC2)c1	-0.4	-1.2	0	0	-3	0.6	1.6	-0.1	-1.7	-0.6	1
29	Cc1ccc(NC(=O)CC2SC(=NC3CCCCC3)NC2=O)cc1 (stereo not given)	-1.2	-2.0	-13	-5	-1	-0.3	1.0	-0.3	0.4	-1.8	1
30	CN(C)/C=C1\N=C(c2ccc3c(c2)OCO3)OC1=O	0.5	-1.3	7	4	0	2.9	-0.8	-0.3	3.6	-2.6	-3

Gathered by group: the entries above containing an aryl methoxy group
item	SMILES	hcDAF12 agonist	ssDAF-12 act	ADAM10 inh	SMARCA2 act	ADAM17 inh	DAX1 inh-1	FXN GAA850 act	DAX1 inh-2	hgDAF-12 ag	PG9 Ab binder	GC-A act
16	COc1ccccc1C1NC(=O)NC(C)=C1C(=O)OCc1ccccc1 (stereo not given)	-2.1	-1.8	-8	1	-4	-0.7	1.5	0.3	-3.1	-1.4	-4
17	COc1ccc2cc(C(=O)N3CCCC(Nc4ccc(F)cc4)C3)n(C)c2c1 (stereo not given)	-1.4	-1.3	19	-3	3	1.4	2.8	0.7	-0.7	-2.2	-6
20	COc1ccccc1CN1CCCCCC1	-1.1	-0.8	-3	-2	-4	1.8	0.3	0.0	0.6	2.7	1
22	COc1ccc2c(c1)CC/C(=C/c1cc(OC)c(OC)c(OC)c1)C2=O	-3.7	-2.3	4	-5	-1	-3.4	1.3	-0.5	0.0	0.8	2
24	COc1ccc(C(=O)C2CCCN(C(=O)c3ccnn3C)C2)c(C)c1 (stereo not given)	-2.0	-0.5	4	-1	-2	-0.4	1.7	-0.5	0.2	-4.0	0

The listing picks up; the 2 compounds before the break are reprinted first.
item	SMILES	hcDAF12 agonist	ssDAF-12 act	ADAM10 inh	SMARCA2 act	ADAM17 inh	DAX1 inh-1	FXN GAA850 act	DAX1 inh-2	hgDAF-12 ag	PG9 Ab binder	GC-A act
29	Cc1ccc(NC(=O)CC2SC(=NC3CCCCC3)NC2=O)cc1 (stereo not given)	-1.2	-2.0	-13	-5	-1	-0.3	1.0	-0.3	0.4	-1.8	1
30	CN(C)/C=C1\N=C(c2ccc3c(c2)OCO3)OC1=O	0.5	-1.3	7	4	0	2.9	-0.8	-0.3	3.6	-2.6	-3
31	O=c1[nH][nH]c(C(F)(F)F)c1C=Nc1ccc(Cl)cc1	-1.7	-1.2	0	3	-3	3.9	-2.0	0.7	-2.6	0.1	4
32	CC1CCc2c(sc3ncnc(SCC(=O)Nc4ccc(C(=O)O)cc4)c23)C1 (stereo not given)	-1.1	-0.8	3	-3	0	-0.8	0.5	-0.5	-0.3	-2.0	2
33	COc1ccccc1N1CCN(C(=O)CCC(=O)Nc2nnc(C(C)C)s2)CC1	-0.6	-0.7	-5	-1	0	0.5	-0.3	0.8	-3.4	1.5	2
34	O=NN(Cc1cccnc1)Cc1cccnc1	3.9	-0.3	-9	0	-4	·	·	1.3	-2.3	0.2	-2
35	Cc1cc(-c2ccccc2)nc(N/N=C/c2ccccc2)n1	3.7	-0.2	0	1	1	0.2	3.8	0.0	5.3	-1.5	3
36	O=C1CC(=O)N(C2CCCCC2)C(=O)N1c1ccccc1S(=O)(=O)Oc1ccccc1	-0.5	-1.1	6	-3	-1	·	·	0.3	2.9	-0.1	5
37	C[C@H]1C=C(C(=O)N2CCN(Cc3ccc4c(c3)OCO4)CC2)O[C@@H](OCc2ccc(CO)cc2)C1	-1.3	-1.9	-7	0	-3	-0.1	1.3	-0.5	-0.1	0.9	2
38	O=C1NC(=O)C(=CC=Cc2ccccc2)S1	2.0	-1.0	-14	-1	-2	3.9	1.3	2.2	2.0	-2.1	3
39	COC(=O)c1cc2c(c3c4cc(F)ccc4n(S(=O)(=O)c4ccccc4)c13)C(=O)N(Cc1ccc(C(F)(F)F)cc1)C2	0.6	-0.5	-8	-2	-4	·	·	-0.8	-2.4	-1.4	1
40	COc1ccc(NC(=O)c2sc(SCc3ccccc3)nc2N)cc1	-1.0	-0.6	11	-2	1	0.2	0.3	0.3	-0.2	-1.4	11
41	Cc1cc2nccnc2cc1C	0.6	0.7	-1	3	-4	0.1	0.0	1.0	1.1	0.7	0
42	CC1(NC(=O)Cn2cc(C(F)(F)F)ccc2=O)CCS(=O)(=O)C1 (stereo not given)	0.1	-1.5	-9	-4	-4	0.1	0.6	-0.7	3.2	1.4	0
43	CC(C)CNC(=S)NC(=O)c1ccc([N+](=O)[O-])cc1	-0.3	-1.1	7	2	-4	0.6	-1.1	-0.7	5.0	0.5	-1
44	CC(=O)Nc1ccc(S(=O)(=O)N2CCN(C(=O)N3CCOCC3)CC2)cc1	-1.0	-1.4	2	-2	-6	0.3	0.1	0.3	-2.1	0.5	1
45	CCN(CC)CCNS(=O)(=O)c1ccc(Cl)cc1	0.5	-0.3	-19	-4	-1	3.5	-2.0	0.2	3.0	1.9	-2
46	Nc1nc(SCc2ccccc2)c2ncn(C3OC(CO)C(O)C3O)c2n1 (stereo not given)	0.2	-0.9	-1	2	-2	-0.3	1.8	0.3	0.7	-2.4	-1
47	Cc1coc2c(C)c3oc(=O)c(CCC(=O)NCCC(=O)O)c(C)c3cc12	-1.5	-1.2	-62	-4	-26	0.0	2.9	0.1	-2.9	0.3	0
48	COc1ccc(Nc2nc3c(C)cccc3cc2C#N)cc1	0.2	-1.0	2	-3	0	0.8	3.6	-0.3	3.7	1.7	-1
49	CC(NC(=O)c1ccc(C(C)(C)C)cc1)C(=O)O (stereo not given)	-1.6	-1.3	0	-1	-1	0.1	-2.2	0.5	2.0	-1.1	5
50	Cc1ccc2[nH]c(=O)c(CN(C)C(=O)c3cccs3)cc2c1	1.4	-0.3	-43	1	-15	0.4	2.5	0.0	5.2	-2.0	0
51	Cc1cccc(NC(=O)c2ccc(-n3cccn3)c([N+](=O)[O-])c2)c1	-0.4	-0.4	-10	1	-6	-0.8	2.0	0.3	1.0	-1.7	3
52	CC(=O)Oc1ccc2occ(C(=O)c3ccccc3)c2c1	3.7	-0.5	5	0	-5	·	3.9	1.4	8.9	-0.8	1
53	O=C(NC(=S)Nc1ccccc1)c1ccc(Br)o1	7.9*	-0.6	13	9.3*	3	2.3	5.1	1.6	17*	-3.4	2
